B2AR arrestin: recruits beta-arrestin to the human beta2-adrenergic receptor; actives 0.02% (n = 330,000); P07550; AID 492947; Potency, µM (highest dose often 46.1 µM), for the others: at the top dose activation, most hits filed as activators; beta-arrestin recruitment to beta2AR, cell-based reporter;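 note: potency is the fitted concentration of half-maximal effect; 0% = DMSO controls and full agonism = EC100 isoproterenol or metaproterenol; nearly all actives have a fitted effect of over 65% in size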
Target sequence (P07550 whole entry, looked up): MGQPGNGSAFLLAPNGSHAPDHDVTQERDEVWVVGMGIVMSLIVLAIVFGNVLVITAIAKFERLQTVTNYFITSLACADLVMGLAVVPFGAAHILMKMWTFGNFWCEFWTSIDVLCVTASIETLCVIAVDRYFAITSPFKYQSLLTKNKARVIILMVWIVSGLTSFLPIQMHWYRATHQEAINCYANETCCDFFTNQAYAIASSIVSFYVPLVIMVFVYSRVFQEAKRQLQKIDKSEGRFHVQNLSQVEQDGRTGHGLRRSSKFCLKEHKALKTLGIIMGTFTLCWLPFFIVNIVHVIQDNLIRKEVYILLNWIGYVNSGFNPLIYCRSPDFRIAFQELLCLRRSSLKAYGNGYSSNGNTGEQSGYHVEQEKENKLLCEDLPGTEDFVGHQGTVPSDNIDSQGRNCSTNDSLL
Giardia kill: Giardia lamblia killing | Giardia lamblia trophozoite viability | activity change, % at 7.66 µM, hits read low | actives 0.15% (n = 340,000); in the data active = activity change below about -80%; inconclusive = between about -30% and that limit;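 note: parasites exposed to compound for two days anaerobically before the ATP read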
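Killing of trophozoites was scored by loss of ATP luminescence after a 48 hrs anaerobic exposure to compounds at 37 deg C, using 100 cells per well.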
GALK inhibitor: inhibitors of human galactokinase. P51570. Purified GALK, Kinase-Glo residual ATP luminescence. Potency, µM (series often up to 57.5 µM), for inactives: at the top dose activity change, negative = inhibition, actives largely listed as inhibitors. actives 0.007% (n = 270,000); note: potency is the fitted concentration of half-maximal effect
Target sequence (P51570 whole entry, looked up): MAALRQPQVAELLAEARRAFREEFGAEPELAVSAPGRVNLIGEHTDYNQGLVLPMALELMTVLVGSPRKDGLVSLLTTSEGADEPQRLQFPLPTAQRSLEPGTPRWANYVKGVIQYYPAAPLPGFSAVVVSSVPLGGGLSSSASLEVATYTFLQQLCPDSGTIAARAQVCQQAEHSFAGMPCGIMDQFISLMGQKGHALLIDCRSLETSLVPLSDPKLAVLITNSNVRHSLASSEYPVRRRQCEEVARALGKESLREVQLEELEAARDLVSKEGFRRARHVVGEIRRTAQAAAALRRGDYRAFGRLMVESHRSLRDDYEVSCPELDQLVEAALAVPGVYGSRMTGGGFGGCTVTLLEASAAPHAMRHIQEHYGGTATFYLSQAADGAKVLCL
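The enzyme phosphorylates galactose (100 uM) using ATP (35 uM); inhibition is detected as higher residual ATP, quantified by bioluminescence after 1 h reaction at room temperature, pH 8.0.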
Eya2 inh: blocks the phosphatase activity of human Eya2; actives 0.006% (n = 330,000); O00167; recombinant Eya2, OMFP fluorescence dephosphorylation (OMFP is methylfluorescein phosphate); Potency, µM (titrated, usually from 76.9 µM), without a hit: at the top dose activity, negative = inhibition, most hits filed as inhibitors; note: potency is the fitted concentration of half-maximal effect
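Eya2 protein (added as 0.2 uM solution) was preincubated with compound for 10 min at ambient temperature in 50 mM HEPES pH 7.5, 50 mM NaCl, 5 uM MgCl2, 0.05% BSA, 1 mM DTT. OMFP (added at 50 uM) then reacted 10 min; fluorescence read at 485/525 nm.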
Coupling enz: counter-screen for Giardia aldolase inhibitors: coupling enzyme system | coupling enzyme system counterscreen, AmpLite Red fluorescence | activity change, negative = inhibition, % at 58.2 µM, hits read low | AID 2472 | actives 0.67% (n = 290,000); in the data active = activity change below about -30%
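Coupling enzymes only (glyceraldehyde-3-phosphate) + compound, at 57.5 uM final, 10 min RT; add substrate/coupling/AmpLite Red mix, 20 min RT; fluorescence ex 525/em 598 nm. Actives flag coupling-system interference.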
Chronic BCR inh: chronic active BCR signaling inhibition | AID 493014 | ABC-DLBCL IkBa-CBG/CBR reporter, luminescence ratio, 4 h | actives 0.05% (n = 340,000) | Potency, µM (series often up to 46.1 µM), for inactives: at the top dose ratio change, negative = lower green/red ratio, usual class: inhibitors; active = well fitted inhibition curve with a large enough effect in the signal ratio, with a control signal flat, not every such curve was filed as active; inconclusive = small, poorly fitted or top-dose-only effect, or effect the other way, or a change in a side signal; the % refers to the signal ratio;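 note: potency is the fitted concentration of half-maximal effect; plate controls were basal doxycycline-induced cells for no effect and cells given 10 µM MG132 for full effect; MG132 reads +100%, hits lower the ratio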
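Compounds up to 46 uM were incubated four hours with TMD8 cells whose green CBG68 luciferase is fused to IkappaBalpha; red CBR luminescence normalised the signal, and concentration-effect curves were fitted to fusion, red and ratio data.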
KCNH2 3.1 block: inhibitors of human KCNH2 3.1 potassium channel isoform. U2OS KCNH2 3.1, thallium flux FluxOr; hits give low values. activity change, % (tested at about 1.8 µM). actives 0.95% (n = 340,000). AID 720553;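 active = maximum activity change below -70%; inconclusive = maximum activity change from -70% to -50%; inactive = maximum activity change above -50%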;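 note: thallium influx rate constant from kinetic fluorescence after stimulation buffer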
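Channel expression came from 3.1 mutant virus (1.77 x 10^8 /mL) applied to suspended U2OS cells for 4 h. Flux was tracked with FluxOr dye plus Red40 quencher, and kinetic rate constants normalized to controls.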
PKM2 activator: PKM2 (human) enzyme activation. P14618. purified PKM2, Kinase-Glo ATP luminescence, activation; response scale: 0% is enzyme alone, no compound. Potency, µM (top dose mostly 57.5 µM), for the others: at the highest dose activation, actives largely listed as activators. actives 0.34% (n = 260,000); note: potency is the fitted concentration of half-maximal effect; nearly all actives have a fitted effect of over 55% in size
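hPK-M2, >95% pure; 0.1 mM ADP / 0.5 mM PEP final; imidazole pH7.2 buffer w/ 7 mM MgCl2, 50 mM KCl; 1 h RT; Kinase-Glo lum. Intermediate enzyme activity for dual inhibitor/activator qHTS.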
uPA generation: blocks generation of uPA at the cell surface. cell surface uPA generation assay, qHTS. Potency, µM (series often up to 38.3 µM), without a hit: at the highest dose activity change, negative = inhibition, most hits filed as inhibitors. actives 0.31% (n = 330,000); active = well fitted inhibition curve with a large enough effect; inconclusive = small, poorly fitted or top-dose-only effect; inactive = no such curve, though single readings can be large or run the other way; tested in mouse RAW 264.7 cells; note: potency is the fitted concentration of half-maximal effect; nearly all actives have a fitted effect of over 55% in size
KCNH2 WT inh: blocks the wildtype human KCNH2 potassium channel | actives 0.37% (n = 340,000) | Q12809 | U2OS, BacMam KCNH2, thallium flux FluxOr; hits give low values | activity change, % at 1.84 µM;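 active = maximum activity change below -70%; inconclusive = maximum activity change between -70% and -50%; inactive = maximum activity change above -50%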
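U2OS cells were transduced with wild-type KCNH2 virus (2.03 x 10^8 / mL) for 4 h at room temperature, then cultured overnight at 37 C. Thallium flux was read with FluxOr dye. Rate constants were normalized to DMSO controls.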
USP2a inh: USP2a (human) protease inhibition; AID 463254; Potency, µM (highest dose often 38.3 µM), for inactives: at the top dose activity change, negative = inhibition, usual class: inhibitors; actives 0.01% (n = 330,000); USP2 core, Ub-CHOP2 coupled fluorogenic reporter, 485/531; O75604;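 note: potency is the fitted concentration of half-maximal effect; plate controls were DMSO wells for no effect and full inhibition by NEM control for full effect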
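Cell-free coupled assay: 10nM USP2 core preincubated 30min RT with compound in Tris-HCl pH 8.0/CaCl2/CHAPS buffer, then 25nM Ub-CHOP2 and 25nM reporter substrate; fluorescence (Ex 485/Em 531) read after 60min RT, normalized to NEM inhibition, concentration-response curves fitted.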
Starred values were filed as active, the others as inactive; i = inactive; ? = inconclusive; / = no result given. Unless noted, calls come from the whole dose curve; as a rule, active = well fitted curve in the direction sought with a large enough effect; inconclusive = small, poorly fitted or top-dose-only effect, or another doubt; inactive = no such curve, though single readings can be large; an effect the other way counts as inactive or inconclusive. Unless noted, % is set by controls: 0 for no effect and ±100 for the full control effect.

| no. | molecule | B2AR arrestin | Giardia kill | GALK inhibitor | Eya2 inh | Coupling enz | Chronic BCR inh | KCNH2 3.1 block | PKM2 activator | uPA generation | KCNH2 WT inh | USP2a inh |
| --- | --- | --- | --- | --- | --- | --- | --- | --- | --- | --- | --- | --- |
| 1 | Cc1cccc(C)c1Oc1nc(-c2ccccc2)ncc1S(=O)(=O)c1ccccc1 | -0.4% | 6 | 0% | 12% | 0 | 8% | -17 | 10% | 6% | 9 | 0% |
| 2 | COc1ccc2oc(C(=O)OCC(=O)N(C)CC(=O)Nc3ccc(F)cc3)c(C)c2c1 | 4.0% | -6 | / | -1% | / | -1% | 8 | / | -7% | 1 | 0% |
| 3 | O=C(c1ccccc1)C1CN(Cc2ccccc2)CCC1(O)c1ccccc1 (configuration not stated) | -0.1% | 23 | 10% | -1% | 1 | ? | 20 | -5% | 2% | -6 | 2% |
| 4 | CC(=O)Nc1ccc(NC(=O)C2CC(=O)N(c3ccc(Cl)cc3)C2)cc1 (configuration not stated) | -1.0% | 2 | 6% | 4% | 3 | 0% | 13 | -3% | 6% | 26 | 3% |
| 5 | COC(=O)C(NS(=O)(=O)c1ccccc1Cl)c1ccccc1 (configuration not stated) | 0.0% | 15 | -4% | -24% | 1 | -9% | -1 | 4% | 4% | i | 1% |
| 6 | C(#Cc1ccccc1)C[N+]1(CC#Cc2cccc3ccccc23)CCOCC1 | -1.5% | -6 | -1% | -2% | 2 | -18% | 5 | -1% | -5% | -8 | -1% |
| 7 | O=C(O)c1ccc2c(c1)OCCCO2 | -0.2% | 24 | 1% | -9% | 1 | -1% | 0 | -13% | -3% | -7 | -1% |
| 8 | CN(C(=O)CCc1nnc(-c2ccc(-c3ccccc3)cc2)o1)C1CCOCC1 | 0.2% | -13 | 3% | -2% | / | -11% | -9 | -4% | -10% | -30 | 2% |
| 9 | Cc1ccc(NC(=O)c2sc3ncn(CC(=O)N4CCN(c5ccccn5)CC4)c(=O)c3c2C)cc1F | 0.2% | 6 | -3% | 3% | / | 1% | -8 | / | -9% | 2 | 2% |
| 10 | COc1ccccc1-c1cc(C(F)(F)F)nc(S(=O)(=O)CCCC(=O)NCc2ccc(F)cc2)n1 | 0.1% | 14 | 16% | 8% | 0 | ? | -6 | / | -5% | 5 | 3% |
| 11 | CC[C@@]1(C(=O)OC)N[C@H](CN(C)S(=O)(=O)c2ccc(-c3ccccc3)cc2)[C@@H]2C(=O)N(C)C(=O)[C@@H]21 | 0.5% | 23 | / | -6% | / | 1% | -7 | / | 6% | 0 | 0% |
| 12 | CCc1ccc(NC(=O)C/C(C)=N/NC(=O)OCc2ccc(OC)cc2)cc1 | -0.4% | -4 | 0% | -8% | 1 | -1% | -3 | 6% | 7% | 4 | 5% |
| 13 | CCN(CC)CCn1c(=S)[nH]c2cc(C(=O)NCc3ccc(C)cc3)ccc2c1=O | -0.4% | 3 | 1% | 5% | / | -1% | 2 | / | 6% | 50 | 2% |
| 14 | COc1ccc(NC(=O)c2ccco2)cc1N | 0.0% | 12 | 1% | -2% | -41* | ? | 1 | 1% | -1% | -4 | -2% |
| 15 | CCOC(=O)Cc1csc(NC(=O)COc2ccc(OC)cc2)n1 | 0.1% | 1 | 0% | -9% | 1 | ? | 5 | 3% | ? | 6 | 0% |
| 16 | Cc1ccc(N(C(=O)c2ccc3c(c2)OCO3)C2C=CS(=O)(=O)C2)cc1 (configuration not stated) | 0.1% | -9 | 0% | 7% | 8 | -13% | -18 | -3% | -1% | 0 | -1% |
| 17 | COc1cccc(NC(=O)C2CCN(S(=O)(=O)c3ccc4c(c3)OCCO4)CC2)c1 | -0.7% | -7 | 0% | 1% | 1 | 11% | 9 | 5% | 0% | -1 | 5% |
| 18 | Brc1ccc(-c2nnc3c4ccccc4nc(N4CCOCC4)n23)cc1 | 0.4% | -8 | -1% | 11% | 0 | 5% | 5 | -4% | 1% | -1 | -1% |
| 19 | Cc1ccc(NCC(=O)N=Nc2c(O)n(C)c3ccccc23)cc1 | -0.4% | -4 | 0% | -2% | -17 | -20% | -9 | 2% | 0% | 3 | -3% |
| 20 | CCCCCC(=O)NC(=S)Nc1ccc(N2CCCCC2)c(Cl)c1 | -0.2% | -8 | -2% | 0% | 5 | ? | -5 | 4% | -1% | 6 | -1% |
| 21 | COc1ccccc1/C=N/NC(=O)CNC(=O)c1ccc(S(=O)(=O)N2CCCC2)cc1 | 0.2% | 3 | 7% | 2% | -2 | -5% | 6 | -13% | 0% | -8 | 1% |
| 22 | O=C(/C=C/c1ccc(OCCCF)cc1)N1CCOCC1 | -0.4% | -5 | 9% | -11% | 2 | 0% | -18 | / | -6% | 4 | -3% |
| 23 | O=C1N[C@@H](c2ccccc2)COC(=O)[C@@H](Cc2ccc(F)cc2)CC/C=C/C[C@H]1CC(=O)N(CCO)Cc1ccccc1 | -0.8% | 8 | / | -2% | / | 1% | -16 | / | ? | 11 | -11% |
| 24 | CCOc1ccc(N/C=C/C(=O)c2ccc(OC)cc2)c([N+](=O)[O-])c1 | -0.9% | -12 | -1% | -3% | 7 | 12% | -4 | 15% | -2% | 0 | -1% |
| 25 | C=CCSc1nnc(CCCCCN2C(=O)c3cccc4cccc(c34)C2=O)o1 | -1.1% | -13 | 0% | 6% | -1 | -1% | -17 | 6% | 1% | -6 | -2% |
| 26 | Cc1ccc2c(c1)N(CC(=O)c1cccc(Cl)c1)C(=O)C(C)O2 (configuration not stated) | 0.1% | 2 | 4% | -1% | -1 | 0% | -6 | -1% | 0% | 4 | 2% |
| 27 | Cc1ccccc1-n1nnnc1-c1ccccc1 | -0.4% | -16 | 7% | -3% | -23 | ? | 27 | 1% | -1% | 2 | 0% |
| 28 | CCCCOP(=O)(c1ccc(N(C)C)cc1)C(O)c1ccc(C(C)C)cc1 (configuration not stated) | 0.2% | -18 | -1% | -2% | 0 | ? | 21 | / | -1% | -2 | 2% |
| 29 | CCc1nc(SCC(=O)Nc2cc(C)on2)c2c(C)c(C)sc2n1 | -0.2% | 18 | -2% | -5% | 1 | -2% | 1 | -3% | 3% | -9 | 1% |
| 30 | CCN(CC)S(=O)(=O)c1cccc(NC(=O)CCSc2ccc(Cl)cc2)c1 | -0.5% | 9 | -2% | -3% | 2 | ? | -23 | -1% | -15% | 9 | -6% |

Part of the list above, reformatted.
Every second line gives: B2AR arrestin	Giardia kill	GALK inhibitor	Eya2 inh	Coupling enz	Chronic BCR inh	KCNH2 3.1 block	PKM2 activator	uPA generation	KCNH2 WT inh	USP2a inh
28: CCCCOP(=O)(c1ccc(N(C)C)cc1)C(O)c1ccc(C(C)C)cc1 (configuration not stated)
  0.2%	-18	-1%	-2%	0	?	21	/	-1%	-2	2%
11: CC[C@@]1(C(=O)OC)N[C@H](CN(C)S(=O)(=O)c2ccc(-c3ccccc3)cc2)[C@@H]2C(=O)N(C)C(=O)[C@@H]21
  0.5%	23	/	-6%	/	1%	-7	/	6%	0	0%
8: CN(C(=O)CCc1nnc(-c2ccc(-c3ccccc3)cc2)o1)C1CCOCC1
  0.2%	-13	3%	-2%	/	-11%	-9	-4%	-10%	-30	2%

(further entries)
| no. | molecule | B2AR arrestin | Giardia kill | GALK inhibitor | Eya2 inh | Coupling enz | Chronic BCR inh | KCNH2 3.1 block | PKM2 activator | uPA generation | KCNH2 WT inh | USP2a inh |
| --- | --- | --- | --- | --- | --- | --- | --- | --- | --- | --- | --- | --- |
| 31 | COc1ccc(-c2c(-c3ccc(O)cc3O)n[nH]c2C)cc1OC | 0.0% | 6 | -2% | -18% | -1 | 0% | -7 | -1% | / | 8 | 2% |
| 32 | CCc1c(C)sc(NC(=O)c2cc(-c3ccco3)on2)c1C#N | -0.1% | -16 | -1% | -11% | 7 | ? | -5 | -1% | / | -3 | -2% |
| 33 | CC(=O)NC(c1ccc(C(C)C)cc1)c1ccc2cccnc2c1O (configuration not stated) | -0.6% | 18 | 6% | 6% | 2 | -1% | -7 | -6% | -17% | -4 | 1% |
| 34 | Cc1ccc(Nc2cc(C)nc(N3CCOCC3)n2)c(C)c1 | 0.0% | -6 | 0% | 4% | 4 | -1% | 4 | -3% | 14% | -1 | 1% |
| 35 | CCC1(C)Cc2ccccc2-c2nc(NCCO)[nH]c(=O)c21 (configuration not stated) | -0.2% | -5 | 0% | -19% | -2 | 8% | 3 | 6% | -8% | 5 | 3% |
| 36 | CC(OC(=O)c1ccc2ccccc2n1)C(=O)c1ccccc1 (configuration not stated) | -0.1% | -8 | 0% | 6% | -2 | ? | -6 | -2% | 6% | -9 | 2% |
| 37 | CCCNc1[nH]c(=O)n(C)c(=O)c1N=O | 0.0% | -5 | / | 1% | -1 | -2% | 7 | -1% | 10% | -19 | 2% |
| 38 | COc1cccc(CNC(=O)C2CCN(S(=O)(=O)c3cccc4nonc34)CC2)c1 | -0.4% | 6 | 0% | 2% | 5 | -2% | -7 | 17% | -5% | 4 | 1% |
